Screening results as filed in PubChem.
HRas wt GTP bind: modulators of GTP binding to human HRas wildtype | P01112 | GST-Ras wt beads, Bodipy-FL-GTP binding, flow cytometry; actives lie on both sides | GTP binding activity, % at 10 µM | hit rate 0.14% among 190,000 | AID 759;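 active = GTP binding activity at least 20% away from the 100% baseline, either lowered as inhibitor or raised as activator; inconclusive = flagged as likely green fluorescent, judged across all proteins in the well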;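 also: 0% = unlabeled GTP competition control and 100% = no-compound control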
Cdc42 wt GTP: changes GTP binding to wildtype human Cdc42. percent activity (GTP binding), % at 10 µM. P60953. AID 761. hit rate 0.2% among 190,000. GST-Cdc42 beads, Bodipy-GTP binding, flow cytometry; actives lie on both sides;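 active = percent activity GTP binding at least 20 points away from the 100% baseline, either down as inhibitor or up as activator; inconclusive = compound flagged as likely green fluorescent from well-wide comparison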;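 also: median bead fluorescence of bound Bodipy-FL-GTP at 100 nM; 0% = excess unlabeled GTP control and 100% = no compound control; below 100% means less GTP binding so inhibitor and above means activator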
Avidin bead fluor: avidin bead compound fluorescence profile | AID 1775 | Avidin beads, compound fluorescence 488/530 nm, flow cytometry; active compounds read high | fluorescence (KMESF) at 10 µM | hit rate 0.38% among 220,000; in the data active = fluorescence above about 47; also: inactives centre near 10
ABCB1 inh: inhibitors of human ABCB1 transporter, ABCG2 counter-screen; P08183; CCRF-Adr cells, JC-1 efflux, flow cytometry; inhibition, % at 6.6 µM; hit rate 0.067% among 190,000; in the data active = inhibition above about 40%;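 also: 0% = vehicle and 100% = reference inhibitor; higher value means more JC-1 retained so stronger ABCB1 efflux block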
Mcl1-Noxa inh: disrupts binding of human Mcl-1 to Noxa peptide. Q07820. TR-FRET Mcl-1/Noxa peptide binding, 2 h. inhibition, % at 21.7 µM. hit rate 1.5% among 220,000. AID 1022;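 active = compounds that cut the protein-peptide binding signal by more than 50% relative to plate controls in a single-dose test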;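 also: His-tagged Mcl-1 with rhodamine Noxa BH3 peptide and terbium anti-His antibody; 0% = Mcl-1 plus Noxa peptide wells and 100% = peptide-only wells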
Target sequence (Q07820 whole entry, looked up): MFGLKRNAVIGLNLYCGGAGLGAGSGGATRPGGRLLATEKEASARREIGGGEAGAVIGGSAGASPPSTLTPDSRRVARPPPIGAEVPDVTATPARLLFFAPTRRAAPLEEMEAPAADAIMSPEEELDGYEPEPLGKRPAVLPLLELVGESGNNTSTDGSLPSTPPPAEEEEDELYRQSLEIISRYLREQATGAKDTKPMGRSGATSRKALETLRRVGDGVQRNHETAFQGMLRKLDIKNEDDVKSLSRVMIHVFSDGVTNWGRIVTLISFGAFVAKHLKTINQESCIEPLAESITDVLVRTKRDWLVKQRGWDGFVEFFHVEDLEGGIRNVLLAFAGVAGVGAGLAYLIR
Rac1 wt modul: alters GTP binding to wildtype human Rac1. GST-Rac1 beads, fluorescent GTP binding, flow cytometry; actives lie on both sides; 0 = cold GTP competed, 100 = untreated. GTP binding activity (% of control), % at 10 µM. hit rate 0.27% among 190,000. AID 757;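 active = GTP binding activity at least 20 points away from the 100% control level, either lower or higher; inconclusive = compound flagged as likely green fluorescent, judged across all proteins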
Pf gametocyte: inhibitors of late stage P. falciparum gametocyte viability; P. falciparum stage V gametocytes, ATP luminescence, 24 h; inhibition, % at 10.9 µM; hit rate 0.065% among 150,000;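 active = inhibition above the mean plus 3 SD of compounds within the control limits, set per campaign, cut at about 38% in these data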;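 also: 0% = DMSO wells and 100% = medium only without gametocytes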
Rab7 wt modul: modulators of GTP binding to dog Rab7 wildtype GTPase; GST-Rab7 beads, fluorescent GTP binding, flow cytometry; actives lie on both sides; untreated = 100%, excess cold GTP = 0%; GTP binding activity (percent of control), % at 10 µM; hit rate 0.055% among 190,000;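 active = fluorescent GTP binding to Rab7 beads changed by at least 20 points from the 100% baseline, either direction, mostly lower; inconclusive = compound itself probably fluorescent, or too few beads counted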;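 also: median green fluorescence of bound Bodipy-FL-GTP per Rab7 bead population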
ABCG2 inh: human ABCG2 inhibition, ABCB1 as counter-screen. Q9UNQ0. IgMXP3 cells, JC-1 efflux, flow cytometry. inhibition, % at 6.6 µM. hit rate 0.1% among 190,000. AID 1325;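 active = inhibition above 80%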;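 also: 0% = DMSO and 100% = nicardipine control wells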
Target sequence (Q9UNQ0 whole entry, looked up): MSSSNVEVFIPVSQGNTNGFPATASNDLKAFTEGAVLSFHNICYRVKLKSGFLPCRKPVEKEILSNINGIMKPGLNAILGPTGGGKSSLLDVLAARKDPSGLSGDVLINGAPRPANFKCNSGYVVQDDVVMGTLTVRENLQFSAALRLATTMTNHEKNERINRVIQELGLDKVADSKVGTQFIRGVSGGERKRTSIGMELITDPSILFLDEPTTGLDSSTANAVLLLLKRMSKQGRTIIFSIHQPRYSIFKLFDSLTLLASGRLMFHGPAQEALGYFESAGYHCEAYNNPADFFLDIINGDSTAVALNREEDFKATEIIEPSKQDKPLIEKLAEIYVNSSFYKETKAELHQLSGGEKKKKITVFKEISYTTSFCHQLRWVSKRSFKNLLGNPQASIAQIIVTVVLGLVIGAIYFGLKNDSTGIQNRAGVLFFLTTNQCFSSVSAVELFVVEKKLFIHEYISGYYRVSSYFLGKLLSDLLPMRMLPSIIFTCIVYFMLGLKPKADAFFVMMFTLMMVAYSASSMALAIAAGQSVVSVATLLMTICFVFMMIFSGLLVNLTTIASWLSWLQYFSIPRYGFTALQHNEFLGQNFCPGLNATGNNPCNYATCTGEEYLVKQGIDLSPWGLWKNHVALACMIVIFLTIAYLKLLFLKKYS
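Test system: IgMXP3 cells (ABCG2) mixed with DDAO far-red-labelled CCRF-Adr cells (ABCB1). Reagent: JC-1 transporter substrate. Compound dosing: single test compound dose, 6.6 µM final. Times: 10 min compound exposure, 25 °C. Detection: flow cytometry of retained JC-1 fluorescence. Read-out basis: efflux inhibition in percent versus controls. Controls: nicardipine and DMSO wells.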
Rac1 mut GTP: human Rac1 activated mutant GTP binding change; P63000; GST-Rac1 activated beads, fluorescent GTP binding, flow cytometry; actives lie on both sides; 100% means binding = to untreated wells; percent activity (GTP binding), % at 10 µM; hit rate 0.11% among 190,000; AID 764;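 active = GTP binding at least 20 percentage points away from the 100% baseline, in either direction, so actives lie on both sides; inconclusive = Compound likely fluorescent itself, or too few beads counted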
Rab2 wt GTP: changes GTP binding to wildtype dog Rab2A, up or down; hit rate 0.19% among 190,000; GTP binding activity, % at 10 µM; GST-Rab2 wt beads, Bodipy-GTP binding, flow cytometry; P61105; AID 760;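 active = GTP binding activity at least 20 points away from 100%, either lowered or raised; inconclusive = signal likely due to the compound's own green fluorescence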;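 also: 0% = beads with excess unlabeled GTP and 100% = no-compound control corrected for plate trend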
* = called active by the depositor; ? = inconclusive; . = no result given.

Every second line gives: HRas wt GTP bind	Mcl1-Noxa inh	ABCG2 inh	Pf gametocyte	Rab7 wt modul	Cdc42 wt GTP	Rac1 wt modul	Avidin bead fluor	ABCB1 inh	Rac1 mut GTP	Rab2 wt GTP
COc1ccc(CNc2oc(C)nc2C#N)cc1
  99	-3	-5	3	100	101	101	15	1.4	98	98
Cc1ccc(C)c(SCC(=O)OCC(=O)c2ccco2)c1
  107	46	0	2	103	107	106	9	-0.2	100	107
CCOC(=O)c1sc(NC(=O)c2cc3n(n2)C(C(F)(F)F)CC(c2ccccc2)N3)c(C(=O)OCC)c1C (centres undefined)
  107	-3	3	.	106	108	107	19	0.4	101	103
O=C(NCCC1=CCCCC1)C(=O)NCC(c1ccco1)N1CCN(c2ccccc2)CC1 (centres undefined)
  103	7	4	.	98	101	106	9	1.8	101	101
CC(C)(C)NC(=O)NC(=O)COC(=O)c1cccc(F)c1
  95	-3	9	.	94	96	98	4	0.2	98	98
CC1CCCCN1S(=O)(=O)c1ccc(S(=O)(=O)N(Cc2ccccc2)Cc2ccco2)cc1 (centres undefined)
  98	-9	2	.	96	97	101	15	1.0	96	98
N/C(=N\OC(=O)c1ccco1)c1ccccc1
  97	3	-1	.	99	98	102	21	0.0	97	94
c1ccc(CCSc2ncnc3nc[nH]c23)cc1
  100	8	10	-11	102	99	102	4	0.6	99	98
CC(=O)N1CCc2cc(S(=O)(=O)CCC(=O)N3CCc4ccccc4C3)ccc21
  100	16	1	.	98	102	102	36	0.8	100	96
O=C(Nc1nnc(Cc2ccc(Cl)cc2)s1)C1CCCO1 (centres undefined)
  94	13	10	16	93	96	94	8	1.0	91	95
CCCCNC(=O)CCC(=O)Nc1ccc2nc(N3CCN(C)CC3)cc(C)c2c1
  102	21	2	-29	106	101	100	5	-0.5	98	104
O=C(Nc1ccon1)c1ccc(N2CCCCC2)c([N+](=O)[O-])c1
  96	1	9	9	96	94	99	5	0.6	97	96
COCCCN1C(=O)C(O)=C(C(C)=O)C1c1ccccn1 (centres undefined)
  98	11	0	.	96	99	99	3	0.1	99	99
Cn1c(=N)n(CC(O)c2ccco2)c2ccccc21 (centres undefined)
  98	15	34	-28	97	99	103	36	1.2	99	99
COc1cccc(NC(=O)Nc2ccc3c(c2)nnn3C)c1
  99	14	-1	-10	92	100	97	8	-0.4	99	96
CCN(CC)S(=O)(=O)c1ccc(C)c(NC(=O)CSc2nc3ccc(C)cc3[nH]2)c1
  97	16	12	-14	98	98	103	1	1.2	99	97
O=C(CNC(=S)N(CCCN1CCOCC1)Cc1cccs1)N1CCCCCC1
  100	-10	1	.	111	100	97	21	1.2	98	101
CCNC(=S)NNC(=O)c1ccccc1OC(F)F
  98	4	4	.	101	98	99	14	0.3	96	100
CCNc1sc(S(C)(=O)=O)nc1S(=O)(=O)c1ccc(Cl)cc1
  95	-6	0	24	94	98	100	6	0.5	99	95
COc1cc(/C=N/Nc2nc(Nc3ccccc3)nc(N3CCCCC3)n2)ccc1OCC(=O)O
  ?	49	-1	-29	?	?	?	22	-0.2	?	?

The list continues:
Every second line gives: HRas wt GTP bind	Mcl1-Noxa inh	ABCG2 inh	Pf gametocyte	Rab7 wt modul	Cdc42 wt GTP	Rac1 wt modul	Avidin bead fluor	ABCB1 inh	Rac1 mut GTP	Rab2 wt GTP
Cc1ccc(-c2cc(C(=O)Nc3nn[nH]n3)c3ccccc3n2)cc1
  95	-12	0	.	95	97	100	7	0.0	95	94
O=c1[nH][nH]c(C(F)(F)F)c1/C=N/N1CCOCC1
  98	3	2	10	103	97	98	13	0.8	97	102
CCOCCCNCC(=O)NCC1CCCCC1
  99	29	2	18	98	94	104	9	0.3	96	100
CSc1nc(-c2ccc(C)cc2)nc(C(Cl)Cl)n1
  96	-5	-1	.	97	93	94	22	-0.6	94	99
Cc1ccc(NC(=O)CSc2ccc(C(N)=O)cc2[N+](=O)[O-])cc1C
  95	15	5	5	98	95	96	17	-0.2	94	98
CC(C)C(=O)Nc1sc2c(c1-c1nc3ccccc3[nH]1)CCCC2
  99	7	3	.	99	99	99	27	0.2	95	99
CCc1cc(=O)oc2cc(OCC(=O)N3CCCc4ccccc43)ccc12
  100	-15	5	.	95	101	104	18	1.3	98	100
O=C(NCc1ccc2c(c1)OCO2)c1ccc(COc2cc(Cl)ccc2Cl)o1
  102	-5	5	10	106	99	106	7	0.6	97	99
O=C(NCC1COc2ccccc2O1)c1ccccc1 (centres undefined)
  103	-11	13	-3	102	105	107	28	0.7	100	103
CC(C)[C@H](NC(N)=O)C(=O)Nc1ccc(Oc2ccccc2)cc1
  92	-20	4	18	96	95	95	9	0.3	95	95
COc1cc(OC)cc(-c2nc3ccccc3c(=O)n2OC(=O)c2ccccc2C)c1
  99	14	-25	25	95	101	107	12	-7.1	98	100
CC(=O)Oc1ccc2c(c1)Oc1cc(OC(C)=O)ccc1C21OC(=O)c2ccccc21
  ?	4	.	.	?	?	?	399*	.	?	?
CCCCCC(=O)NC(CC(=O)OC)c1ccc2c(c1)OCO2 (centres undefined)
  99	3	3	-20	104	97	101	11	0.7	97	102
CCOc1ccccc1C(=O)N1CCN=C1SCc1cccnc1
  99	13	2	.	100	100	99	23	0.6	97	99
CCCC1CC(C)(c2csc(Nc3ccc(OCC)cc3)n2)OC1=O (centres undefined)
  95	17	2	-22	94	100	101	5	0.9	97	97
CN(C)c1ccc(NC(=O)c2ccc3c(c2)nnn3C)cc1
  97	61*	4	-2	93	93	96	9	-0.8	95	94
Cc1cc(C(=O)Cn2nnc3ccccc3c2=O)c(C)n1Cc1cccs1
  99	-12	1	0	98	99	105	34	0.5	98	98
COc1cc(NC(=O)COC(=O)c2cc(S(=O)(=O)N3CCCCC3)ccc2Cl)c(C)cc1[N+](=O)[O-]
  98	8	-1	-2	99	99	100	5	0.1	98	98
Cc1cccc(-n2ccnc2SCC(=O)Nc2nccs2)c1C
  101	16	-3	14	100	98	102	11	-6.3	101	101
Cc1ccc2nc(C)cc(C(=O)OCC(=O)Nc3c(C)n(C)n(-c4ccccc4)c3=O)c2c1
  96	3	12	3	100	93	89	10	1.4	95	98

Among those listed so far, these have a furan ring, fused or not:
Every second line gives: HRas wt GTP bind	Mcl1-Noxa inh	ABCG2 inh	Pf gametocyte	Rab7 wt modul	Cdc42 wt GTP	Rac1 wt modul	Avidin bead fluor	ABCB1 inh	Rac1 mut GTP	Rab2 wt GTP
Cc1ccc(C)c(SCC(=O)OCC(=O)c2ccco2)c1
  107	46	0	2	103	107	106	9	-0.2	100	107
O=C(NCCC1=CCCCC1)C(=O)NCC(c1ccco1)N1CCN(c2ccccc2)CC1 (centres undefined)
  103	7	4	.	98	101	106	9	1.8	101	101
CC1CCCCN1S(=O)(=O)c1ccc(S(=O)(=O)N(Cc2ccccc2)Cc2ccco2)cc1 (centres undefined)
  98	-9	2	.	96	97	101	15	1.0	96	98
N/C(=N\OC(=O)c1ccco1)c1ccccc1
  97	3	-1	.	99	98	102	21	0.0	97	94
Cn1c(=N)n(CC(O)c2ccco2)c2ccccc21 (centres undefined)
  98	15	34	-28	97	99	103	36	1.2	99	99
O=C(NCc1ccc2c(c1)OCO2)c1ccc(COc2cc(Cl)ccc2Cl)o1
  102	-5	5	10	106	99	106	7	0.6	97	99

The results go on.
Every second line gives: HRas wt GTP bind	Mcl1-Noxa inh	ABCG2 inh	Pf gametocyte	Rab7 wt modul	Cdc42 wt GTP	Rac1 wt modul	Avidin bead fluor	ABCB1 inh	Rac1 mut GTP	Rab2 wt GTP
CCN1CCN(C(C(=O)NC2CCCC2)c2cc3c(cc2[N+](=O)[O-])OCO3)CC1 (centres undefined)
  96	-6	0	-9	99	95	98	8	0.5	96	98
CCNS(=O)(=O)c1c(C)cc(N2CCCC2=O)cc1C
  98	16	2	-19	94	100	98	11	0.2	95	97
CCCCN(C)CCCNC(=O)c1cccc(N2CCCC2=O)c1
  95	12	0	.	96	95	94	6	-0.1	96	97
Cc1nnc(SCCn2c(N3CCN(Cc4ccccc4)CC3)nc3c2c(=O)[nH]c(=O)n3C)s1
  101	1	29	5	101	103	104	15	1.1	99	104
COc1ccc(O)c(/C=N/NC(=S)Nc2cccnc2)c1
  97	14	3	8	95	93	97	10	0.1	94	97
O=C(COC(=O)COc1ccc(Br)cc1)Nc1cccnc1Cl
  97	2	0	-2	99	95	98	3	0.1	96	95
CC(=O)Nc1ccc(NC(=O)CSc2nnc(-c3ccc(NS(C)(=O)=O)cc3)n2C)cc1C
  100	-3	0	31	102	100	98	11	0.1	98	100
CC(NC(=O)c1cccnc1)C(c1ccccc1)N1CCN(C)CC1 (centres undefined)
  103	10	4	.	99	104	103	14	0.5	99	101
Cc1cc(Br)ccc1SCC(=O)OCC(=O)Nc1ccccc1C#N
  97	11	0	.	95	98	100	11	-0.1	99	97
CCCCn1c(NCc2ccc3c(c2)OCO3)nc2ccccc21
  99	66*	10	.	103	97	99	17	1.1	96	99
Cc1cc(C)n2ncc(C(=O)NCc3ccccc3)c2n1
  102	0	2	.	101	102	108	7	0.2	101	99
Cc1cc(C(=O)N/N=C\c2ccc(COc3ccc([N+](=O)[O-])cc3)o2)ccc1[N+](=O)[O-]
  101	3	36	.	103	102	103	14	0.2	100	100
